GPR7 antagonist – GPR7 receptor antagonists, primary screen, cell-based, fluorescence, single concentration. Neuropeptides B/W receptor type 1 (Homo sapiens), P48145. GPR7-expressing cells, fluorescence antagonist assay. inhibition, % at 4.4 µM. 1.1% of 290,000 active; in the data active means inhibition above about 16%, passing the limit was not always enough;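 further: cells stimulated with the agonist NPW; 0% = agonist with vehicle and 100% = vehicle without agonist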
OXTR potentiator – human OXTR potentiators, primary screen, fluorescence, CHO-OTR cells, Fluo-8 calcium | Oxytocin receptor (Homo sapiens), P30559 | Fluo-8 calcium fluorescence, potentiator mode; 0% = oxytocin EC15, 100% = EC100 | activation, % at 3 µM | 0.061% of 320,000 active | AID 2445, 2010;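 active means activation above that plate's cutoff, the mean activation of tested compounds plus 3 SD, cut at about 6.6% in these data, passing the limit was not always enough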;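 further: 100% uses oxytocin at 75 nM as the full agonist control; some results filed as inactive read as strong as hits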
Target sequence (P30559 whole entry, looked up): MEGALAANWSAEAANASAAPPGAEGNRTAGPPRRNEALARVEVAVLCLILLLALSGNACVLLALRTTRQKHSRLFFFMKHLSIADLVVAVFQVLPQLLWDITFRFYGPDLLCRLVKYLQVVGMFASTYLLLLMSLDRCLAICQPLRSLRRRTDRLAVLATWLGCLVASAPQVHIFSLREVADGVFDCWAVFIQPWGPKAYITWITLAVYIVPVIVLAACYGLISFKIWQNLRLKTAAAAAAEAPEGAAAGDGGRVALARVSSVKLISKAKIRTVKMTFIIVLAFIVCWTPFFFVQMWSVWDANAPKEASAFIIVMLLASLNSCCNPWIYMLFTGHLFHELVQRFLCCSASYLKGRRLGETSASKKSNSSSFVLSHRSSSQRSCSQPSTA
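test system = CHO-OTR cells, human receptor | compound = single-point 3.0 µM | schedule = 6 min compound pre-incubation at room temperature, 100 s kinetic read | signal = Fluo-8 no-wash calcium dye fluorescence, excitation 470-495 nm, emission 515-575 nm | repeats = single well per compound, singlicate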
NALP1 yeast inh – NALP1 inflammasome inhibitors in reconstituted yeast, colorimetric, S. cerevisiae, triplicate retest; S. cerevisiae NALP1/ASC/caspase-1 growth, X-gal OD620, 72 h; inhibition, % at 10 µM; 0.61% of 280,000 active; AID 2071, 2009; in the data active means inhibition mostly above about 24%, no sharp cut-off; inactive means mostly below about 32%; further: some compounds called inactive have numbers as strong as hits
GalR3 antagonist – GalR3 antagonists in HEK293 cells, primary screen, cell-based, fluorescence readout | Galanin receptor type 3 (Homo sapiens), O60755 | HEK293 GalR3-CNG cAMP membrane potential fluorescence; galR3 body fused to GalR1 C-terminus | inhibition, % at 3 µM | 0.44% of 360,000 active | AID 651719, 2012;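 active means inhibition above the screen-wide average plus 3 SD, cut at about 13% in these data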;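 further: forskolin and galanin both at EC90 stimulate the cells; cAMP rise reported by CNG channel membrane potential dye signal; 0% = forskolin plus galanin with DMSO and 100% = forskolin alone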
MEKK2mut PB1 HTS – MEK5 binding signal on mutant MEKK2 PB1, primary screen, biochemical, multiplex bead flow cytometry, Alexa488-MEK5; Alexa488-MEK5 binding to MEKK2 mutant; percent response, % at 10 µM; 0.35% of 290,000 active; AID 1530, 2009; in the data active means percent response above about 24%, passing the limit was not always enough; further: inactives centre near 1; some results filed as inactive read as strong as hits; reference of the scale not given here
PfM18AAP inh – PfM18AAP inhibitors, malaria aminopeptidase, primary screen, biochemical, QFRET, recombinant enzyme | M18 aspartyl aminopeptidase (Plasmodium falciparum 3D7) | H-Glu-NHMec fluorogenic cleavage | inhibition, % at 7.35 µM | 1.2% of 290,000 active | AID 1822, 2009;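 active means inhibition above the campaign mean inhibition over all tested compounds plus 3 SD, cut at about 28% in these data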;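 further: 0% = plate median of test compound wells and 100% = 2 mM ZnCl2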
OXTR agonist – human OXTR agonists, primary screen, fluorescence, CHO-OTR cells, Fluo-8 calcium; activation, % at 3 µM; 0.32% of 320,000 active; Fluo-8 calcium fluorescence; normalized: DMSO 0%, oxytocin 100%;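 active means activation above the mean of all tested compounds plus 3 SD, cutoff set per screening run, cut at about 20% in these data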;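 further: peak over basal fluorescence ratio from a 100 s FLIPR kinetic read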
V1aR counter – agonists of human V1a receptor, primary screen, counter-screen for OXTR agonist project, fluorescence, CHO-V1R cells. activation, % at 3 µM. Vasopressin V1a receptor (Homo sapiens), P37288. AID 2797, 2010. Fluo-8 calcium fluorescence, agonist mode; 0% DMSO, 100% 3 nM vasopressin. 0.25% of 320,000 active;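 active means activation above the mean activation of all tested compounds plus 3 SD, per screening run, cut at about 20% in these data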;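 further: signal is peak over basal fluorescence ratio across a 100 second FLIPR read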
Target sequence (P37288 whole entry, looked up): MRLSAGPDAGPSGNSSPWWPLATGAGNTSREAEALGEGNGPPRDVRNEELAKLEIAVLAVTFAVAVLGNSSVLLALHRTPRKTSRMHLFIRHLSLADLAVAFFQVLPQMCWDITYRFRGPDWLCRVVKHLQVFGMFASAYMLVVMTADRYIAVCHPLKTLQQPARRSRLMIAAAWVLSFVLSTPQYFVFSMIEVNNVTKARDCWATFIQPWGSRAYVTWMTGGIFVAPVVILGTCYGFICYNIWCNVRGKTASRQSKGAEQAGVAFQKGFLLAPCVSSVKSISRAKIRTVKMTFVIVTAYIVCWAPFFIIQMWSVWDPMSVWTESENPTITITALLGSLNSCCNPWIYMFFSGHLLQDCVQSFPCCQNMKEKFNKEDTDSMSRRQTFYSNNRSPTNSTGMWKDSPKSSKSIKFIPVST
MEKK2 WT-MEK5 – modulators of MEK5 binding to wildtype MEKK2, primary screen, biochemical, multiplex bead flow cytometry, Alexa488-MEK5. 1.1% of 290,000 active. Alexa488-MEK5 binding to MEKK2 WT; actives lie on both sides. Mitogen-activated protein kinase kinase kinase 2 (Homo sapiens), Q9Y2U5. binding response (% of control), % at 10 µM; in the data active means binding response below about 67% or above about 130%
* hit, by the source's call; nt = not tested or not shown.

SMILES	GPR7 antagonist	OXTR potentiator	NALP1 yeast inh	GalR3 antagonist	MEKK2mut PB1 HTS	PfM18AAP inh	OXTR agonist	V1aR counter	MEKK2 WT-MEK5
COc1cc(-c2nnc(SCc3cc(=O)oc4cc(O)c(O)cc34)o2)cc(OC)c1OC	5	0	45*	-6	-5	35*	-2.1	-1.6	88
COc1ccc(C)cc1NC(=O)c1cc2c(=O)n3ccccc3nc2n1C	-12	-10	-7	-1	2	10	-1.1	0.0	97
O=C(CNC(=O)c1ccccc1)c1ccccc1	nt	1	nt	-8	nt	nt	0.2	0.2	nt
CC(=O)NC(C)C(c1cccs1)N1CCN(c2ccccc2)CC1 (configuration not stated)	-3	-3	6	-5	-8	3	-0.8	0.4	95
Cc1ccc(NC(=S)Nc2ccc3cn[nH]c3c2)cc1	-3	-9	25	2	-2	11	-0.3	0.3	89
CCOC(=O)c1oc2nc3c(cc2c1N)COC(C)(C)C3	-3	-13	nt	-3	0	4	1.9	0.0	104
Cc1nc(/C=C/c2ccccc2)cc(/C=C/c2ccccc2)n1	5	-5	-13	-2	-7	-12	0.3	-0.8	101
CCC(C(=O)Nc1ccc(C(=O)O)cc1NC(=O)C(CC)c1ccccc1)c1ccccc1 (configuration not stated)	14	-1	14	-4	6	3	-0.2	0.6	107
C=CCN(c1ccccc1)S(=O)(=O)c1cc2c(cc1C)N(C)CCO2	-9	-4	6	nt	-4	5	-1.1	-1.9	94
CC(=O)Nc1c(F)c(F)c(F)c(F)c1F	3	-7	20	-5	13	-3	0.1	1.4	103
Cc1c(NC(=S)NC(=O)Cc2ccccc2)cccc1C(=O)O	-11	-4	-8	-4	-3	-2	-0.4	-0.1	102
CS(=O)(=O)N1CCN(c2ccc([N+](=O)[O-])c(NCc3ccc(Cl)cc3)c2)CC1	-2	-4	30	-1	4	-4	-0.1	-0.6	111
O=C(/C=N/O)Nc1cccnc1	-13	-3	49	-3	4	2	0.2	0.1	109
CN(C(=O)c1coc(=O)c2ccccc12)c1ccccc1Cl	0	-1	21	-3	2	-14	-0.5	0.5	105
Cc1ccc(C(C)NC(=O)/C(C#N)=C\c2c(C)[nH]c3ccccc23)cc1 (configuration not stated)	7	-10	15	-7	4	-8	27*	18	106
COc1ccc(N2C(=O)CCC2(C#N)c2ccc(OC)cc2)cc1 (configuration not stated)	7	-3	23	-3	-1	1	4.0	5.0	101
CCOC(=O)Nc1ccc2c(c1)N(C(=O)CCN(C)C)c1ccccc1S2	-9	-7	20	-4	-3	3	-1.6	0.0	108
Cc1sc2nc(SCc3nnc(-c4cccs4)o3)n(C3CCCC3)c(=O)c2c1C	-5	-17	-4	-4	-1	-9	-1.1	0.3	96
NC(=O)c1cc(S(=O)(=O)NCc2ccccc2)cs1	3	-7	19	2	0	-7	0.4	0.8	98
Cc1nn(C(C)CC(=O)O)c(C)c1C (configuration not stated)	3	2	-7	-4	5	6	0.8	0.2	106
N#CC(C(=O)NC1CCCCC1)=C1CCCCC1	-13	-1	12	-8	-3	-5	-1.0	0.6	92
Cc1ccc(NC(=O)CCNS(=O)(=O)c2cccc3nsnc23)cc1F	4	-5	4	-8	7	-6	0.6	1.0	106
O=C(O)c1ccc(OCC(O)Cn2c3ccccc3c3ccccc32)cc1 (configuration not stated)	-5	-8	-1	-3	2	-1	22*	44*	102
CCOC(=O)[C@@H]1C(c2c(OC)cc(OC)cc2OC)=NO[C@@H]1C(=O)OCC	-8	1	27	-6	-2	-12	0.2	-0.8	96

Four entries drawn at random from those above:
SMILES	GPR7 antagonist	OXTR potentiator	NALP1 yeast inh	GalR3 antagonist	MEKK2mut PB1 HTS	PfM18AAP inh	OXTR agonist	V1aR counter	MEKK2 WT-MEK5
COc1ccc(N2C(=O)CCC2(C#N)c2ccc(OC)cc2)cc1 (configuration not stated)	7	-3	23	-3	-1	1	4.0	5.0	101
CCOC(=O)[C@@H]1C(c2c(OC)cc(OC)cc2OC)=NO[C@@H]1C(=O)OCC	-8	1	27	-6	-2	-12	0.2	-0.8	96
N#CC(C(=O)NC1CCCCC1)=C1CCCCC1	-13	-1	12	-8	-3	-5	-1.0	0.6	92
CN(C(=O)c1coc(=O)c2ccccc12)c1ccccc1Cl	0	-1	21	-3	2	-14	-0.5	0.5	105

More records follow:
SMILES	GPR7 antagonist	OXTR potentiator	NALP1 yeast inh	GalR3 antagonist	MEKK2mut PB1 HTS	PfM18AAP inh	OXTR agonist	V1aR counter	MEKK2 WT-MEK5
COc1cccc(CNS(=O)(=O)/C=C/c2ccc3c(c2)OCO3)c1	5	-19	41	-6	4	0	3.0	3.2	117
CC1=NN(C(N)=S)C(=O)C1N=Nc1cccc(C(=O)O)c1 (configuration not stated)	-3	nt	-7	-8	5	20	nt	nt	113
CC1CCN(CCCNc2cc(NCCO)c([N+](=O)[O-])c3nonc23)CC1	-7	-3	17	-11	11	8	0.6	0.1	110
COc1cc(C(=O)N2CCC(NC(=O)C(Cc3ccccc3C)NC(C)=O)CC2)cc(OC)c1OC (configuration not stated)	-14	-3	1	0	4	1	1.1	1.4	108
O=C(NCCC(=O)N1CCN(c2ccccn2)CC1)c1ccc([N+](=O)[O-])cc1	nt	-2	nt	-4	nt	nt	1.2	0.3	nt
O=C1c2ccccc2/C(=C\C#Cc2ccccn2)N1c1ccccc1	nt	-4	nt	4	nt	nt	-0.7	0.5	nt
Cc1cc(C)cc(NC(=O)COc2ccc(C(=S)N3CCOCC3)cc2)c1	-5	-7	22	-4	2	5	-0.4	1.7	110
O=c1c2ccccc2c(C=NCc2ccccn2)c(O)n1-c1ccccc1	-3	-9	28	-2	1	3	-0.7	-0.1	113
Cc1ccccc1NC(=O)/C=C1\SC(=O)NC1=O	-4	-1	23	-2	-3	14	0.6	0.8	92
O=c1[nH]c(=S)[nH]c2c1C(c1cc([N+](=O)[O-])c(N3CCOCC3)cc1N1CCOCC1)O2 (configuration not stated)	-7	-23	8	-4	5	5	-0.9	0.2	125
Cc1nnsc1C(=O)N1CCN(c2cc(C(F)(F)F)ccn2)CC1	-2	-1	-5	-5	0	7	0.8	1.6	97
Cc1cc(=O)oc2cc(NC(=O)CC3(CC(=O)O)CCCC3)ccc12	-14	4	13	-3	27	7	0.8	0.4	135
COc1ccc(CCN2CC(C(=O)Nc3nnc(Cc4ccccc4)s3)CC2=O)cc1OC (configuration not stated)	nt	-4	nt	-8	nt	nt	0.4	0.5	nt
CC(=O)N(C)Cc1ccc(C(=O)CSc2nnc(C3CC3)n2C2CC2)cc1	nt	-6	nt	-7	nt	nt	-0.2	-0.4	nt
CN(C)C(=O)C1C2NC(=S)N(c3ccc(Cl)cc3)C1(C)Oc1ccc(Cl)cc12 (configuration not stated)	-12	-3	1	-10	-13	2	-0.2	0.8	70
CC12/C(=N/O)C3C4CC5C3/C(=N/O)C1C5C42 (configuration not stated)	-5	1	8	-1	4	-9	0.7	0.8	108
Cc1ccc(C)c(Nc2cc(C)nc(-c3ccccc3O)n2)c1	12	-10	6	-9	2	-2	-2.0	-0.7	103
CN(C)/C(=N\O)c1c(Cl)cccc1Cl	-5	-3	10	-2	4	2	-1.1	-0.3	97
CCOC(=O)c1ccc[n+](CC(=O)Nc2ccccc2OC(F)F)c1	-1	-17	-8	-8	-1	3	0.9	1.5	96
O=C(O)CCNC(=O)CCCn1nnc2ccccc2c1=O	-7	0	5	-5	-15	1	2.0	1.3	89
CCOC(=O)c1sc2nc(N3CCOCC3)c3c(c2c1N)CC(C)(C)N(C)C3	-12	-9	-4	-6	7	-9	1.6	0.4	116
COc1cc(/C=C2\C(=O)N(CCC#N)N=C2C)c(Br)cc1OC(C)C	-10	-1	5	2	3	16	1.8	0.3	98
Cc1ccc(C)c(OCCSc2nnc(C)c(=O)[nH]2)c1	-11	3	3	-5	-4	0	1.3	0.9	97
O=C(CSc1ccc(Br)cc1)N1CCOCC1	1	-14	14	-8	5	-12	0.2	0.7	102
CC(Oc1ccc([N+](=O)[O-])cc1Cl)C(=O)Nc1ccc(C(N)=O)cc1 (configuration not stated)	1	-4	9	-1	2	1	8.9	5.3	102
CC(=O)c1cccc(OCC(=O)Nc2cccc(C(=O)Nc3c(C)n(C)n(-c4ccccc4)c3=O)c2)c1	nt	-6	nt	-4	nt	nt	0.1	0.2	nt
COc1ccc(NS(=O)(=O)c2cccc3cccnc23)cc1Cl	3	-21	26	-12	1	12	1.5	3.7	101
Cc1ccc(C(=O)COC(=O)c2ccco2)cc1C	-14	-8	16	-3	5	-10	-0.7	-0.4	110
CC(=O)Nc1ccc(C(=O)OCC(=O)NC(=O)NC2CCCCC2)cc1	-3	-17	-13	0	-5	7	0.7	0.8	93
C[C@@H]1CC=C[C@H]2[C@H]1C(=O)N(Cc1ccccc1)[C@H]2c1ccc(-c2ccc(N(C)C)cc2)cc1F	nt	-5	1	-1	-3	nt	-0.1	1.1	100
CCN(CC)c1ccc(S(=O)(=O)N2CCOCC2)cc1NC(=O)COC(=O)c1cccnc1SC	nt	-1	nt	-6	nt	nt	-1.6	-0.8	nt
CCOC(=O)c1sc(N/N=C/c2ccccc2)nc1C	-6	-7	24	-5	2	2	-1.7	-0.2	103
CCC(C)c1ccc2oc(-c3ccc(NC(=O)c4ncn[nH]4)cc3)nc2c1 (configuration not stated)	-11	2	-12	-5	5	1	-0.2	1.2	102
O=C(CCNS(=O)(=O)c1ccccc1C(F)(F)F)NCCCSc1ccccc1	-11	-5	2	-2	7	4	2.9	5.0	109
CCS(=O)(=O)C(=C(Nc1ccc(OC)cc1)Nc1ccc(OC)cc1)S(=O)(=O)CC	2	-7	6	-4	-6	7	-1.3	-1.8	96
NC(=O)C1CCN(C(=O)CSc2ccccn2)CC1	-14	-2	10	2	nt	2	0.5	2.2	nt
CCCn1c(SCC(=O)NNC(=O)c2ccccc2)nnc1-c1cccnc1	-11	-5	nt	-9	8	2	-0.9	0.4	111
Cc1ccc(OCCn2ccnc2)c(C)c1	-4	-2	nt	6	4	-1	-0.7	1.5	100
CCn1c(=O)cc(SCC(=O)N2CCN(C)CC2)c2ccccc21	-5	-1	11	-5	1	9	0.9	0.7	93
CCc1cccc(NC(=O)c2ccc(Br)o2)c1	4	-1	-6	-7	nt	3	-3.3	-0.8	nt
Cc1ccc(-n2ncc3c(=O)[nH]c(SCC(=O)N4CCC(C)CC4)nc32)cc1C	-7	nt	nt	-1	9	2	nt	nt	102
CCn1cc(C(=O)O)c(=O)c2cnc(N3CCN(C(=S)NC(=O)c4ccc(Cl)cc4Cl)CC3)nc21	-6	4	-33	2	-3	5	0.9	0.3	94
CCN1CCN(C(c2ccc(C(F)(F)F)cc2)c2ccc3cccnc3c2O)CC1 (configuration not stated)	-7	-5	18	-9	40*	6	4.7	2.1	164*

Screening data: PubChem BioAssay, several laboratories
